Compound activity deposited in PubChem by Sanford-Burnham Center for Chemical Genomics.
ATG4B inh: blocks human ATG4B protease cleavage of LC3 substrate | ATG4B cleavage of LC3-PLA2, NBD-HPC fluorescence, 1 h | AID 504462 | Q9Y4P1 | inhibition, % at 8.33 µM | actives 0.51% (n = 340,000); in the data active = inhibition above about 40%
APJ antag: APJ receptor antagonism | CHO-K1 APJ beta-arrestin complementation, luminescence | inhibition, % at 20 µM | actives 0.32% (n = 330,000);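 active = inhibition above about 40% at 20 µM, limit read from the data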;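 note: cells challenged with 10 nM apelin-13 agonist together with compound; plate controls were apelin-13 plus DMSO wells for no effect and DMSO wells lacking apelin-13 for full effect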
Target sequence (P35414 whole entry, looked up): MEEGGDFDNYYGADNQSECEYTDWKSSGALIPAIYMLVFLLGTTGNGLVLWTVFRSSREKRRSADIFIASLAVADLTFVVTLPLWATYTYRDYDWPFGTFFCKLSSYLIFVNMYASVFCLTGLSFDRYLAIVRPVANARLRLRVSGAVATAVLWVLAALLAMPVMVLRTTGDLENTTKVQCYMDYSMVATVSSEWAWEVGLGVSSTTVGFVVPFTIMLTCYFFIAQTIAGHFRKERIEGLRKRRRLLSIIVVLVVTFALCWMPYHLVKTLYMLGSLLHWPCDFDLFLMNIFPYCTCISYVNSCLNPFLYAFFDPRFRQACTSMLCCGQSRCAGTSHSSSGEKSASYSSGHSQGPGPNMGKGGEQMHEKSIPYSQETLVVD
UBC13 inh: human UBC13 polyubiquitination inhibition. P61088. UBC13 polyubiquitin chain formation, TR-FRET. inhibition, % at 20 µM. actives 0.47% (n = 330,000); in the data active = inhibition above about 45%, passing the limit was not always enough
Target sequence (P61088 whole entry, looked up): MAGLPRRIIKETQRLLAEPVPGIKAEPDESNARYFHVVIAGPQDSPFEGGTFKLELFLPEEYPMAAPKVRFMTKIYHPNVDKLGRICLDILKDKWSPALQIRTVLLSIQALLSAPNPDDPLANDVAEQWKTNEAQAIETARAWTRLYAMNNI
Gli-Sufu block: antagonists of Gli-Sufu signaling | Sufu-KO-LIGHT fibroblasts, Gli luciferase reporter luminescence | inhibition, % at 5 µM | actives 0.74% (n = 340,000);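 active = inhibition above about 55%, limit read from the data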;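 note: 0% = DMSO-treated cells and 100% = wells with medium but no cells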
EBI2 block: blocks human EBI2 receptor beta-arrestin signaling; EBI2 beta-arrestin recruitment, luminescence, 7a,25-OHC stimulated; AID 651636; actives 0.81% (n = 360,000); inhibition, % at 5 µM; in the data active = inhibition above about 38%;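 note: enzyme fragment complementation signal reports receptor beta-arrestin coupling in cells; 0% = agonist plus DMSO wells and 100% = wells without agonist; some results beyond the cut were filed as inactive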
CCR6 antagonist: antagonists of human CCR6 receptor; P51684; CHO-K1 CCR6 PathHunter beta-arrestin, luminescence, CCL20-stimulated; inhibition, % at 20 µM; actives 0.49% (n = 340,000); AID 493098;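 active = compounds whose inhibition of the agonist-driven luminescence signal at 20 µM reaches about 50%, limit read from the data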;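 note: cells stimulated with CCL20 at 14 nM final; plate controls were DMSO with CCL20 for no effect and DMSO without agonist for full effect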
APJ agonist: activates the human apelin receptor APJ. P35414. CHO-K1 APJ PathHunter beta-arrestin, luminescence; 0% DMSO wells, 100% apelin. activation, % at 20 µM. actives 0.11% (n = 330,000);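 active = activation more than six SD over the plate average, tested at 20 µM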;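 note: 0% = DMSO alone and 100% = apelin-13 at 10 nM; some results filed as inactive read as strong as hits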
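Assay system: engineered CHO-K1 APJ arrestin reporter cells; Amount: 1000 CHO-K1 reporter cells seeded per well; Dosing: one dose, 20 µM compound, 1% DMSO; Times: compound stimulation 90 min at 25 °C, detection 60 min; Measured by: luminescent beta-gal fragment complementation, chemiluminescent substrate; Read-out: APJ–arrestin association signal; Controls: DMSO vs Apelin-13 10 nM.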
CXCR6 inh: inhibitors of human CXCR6 receptor | O00574 | inhibition, % at 20 µM | AID 602244 | actives 0.36% (n = 360,000) | CHO-K1 PathHunter CXCR6 beta-arrestin, luminescence; in the data active = inhibition above about 34%, passing the limit was not always enough;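 note: antagonist mode with CXCL16 agonist at 10 nM final; 0% = 10 nM CXCL16 with DMSO and 100% = unstimulated wells without agonist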
Target sequence (O00574 whole entry, looked up): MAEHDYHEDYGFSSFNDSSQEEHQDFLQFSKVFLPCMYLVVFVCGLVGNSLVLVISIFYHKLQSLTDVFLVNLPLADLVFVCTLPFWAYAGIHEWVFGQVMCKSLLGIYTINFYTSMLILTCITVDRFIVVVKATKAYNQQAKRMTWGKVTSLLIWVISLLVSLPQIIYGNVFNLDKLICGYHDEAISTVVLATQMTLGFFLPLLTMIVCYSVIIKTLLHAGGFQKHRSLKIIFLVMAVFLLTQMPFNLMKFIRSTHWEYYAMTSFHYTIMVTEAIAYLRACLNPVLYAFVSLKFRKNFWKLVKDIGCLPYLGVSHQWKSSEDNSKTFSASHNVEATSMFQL
Numbers without * were called inactive; . = not tested or not shown.

Results follow in this order: ATG4B inh, APJ antag, UBC13 inh, Gli-Sufu block, EBI2 block, CCR6 antagonist, APJ agonist, CXCR6 inh
Cc1cc(C)n(-c2nc3ccccc3c(=O)n2OCCOc2ccccc2)n1
→ -7, 1, 6, 11, 4, 13, -2, -1
Cc1cccc(NC(=O)c2ccc3ccccc3n2)c1C
→ -8, 5, -1, -41, 12, 18, -8, -1
Cc1cc(C)c(OCCCCCNCCO)c(C)c1
→ -3, -7, -2, -1, 1, 7, 1, 5
CC1CCCC(C)N1C(=O)c1cc(-c2ccc3c(c2)OCO3)on1 (stereo not drawn)
→ 3, 1, -2, -114, 19, 23, -3, -1
O=C(O)C(Cc1ccc(O)c([N+](=O)[O-])c1)N1C(=O)c2ccccc2C1=O (stereo not drawn)
→ 3, ., ., 2, -6, 27, ., 13
O=C(NCc1ccco1)C(c1ccccc1F)N(Cc1cccnc1)C(=O)Cn1nnc2ccccc21 (stereo not drawn)
→ -3, 4, 27, -20, 6, 4, -4, 1
CCc1sc(C(=O)NCCCn2ccnc2)cc1Br
→ 1, 4, -7, -3, 5, -2, -1, -2
Cc1ccc(C)c(NCC(O)c2ccccc2)c1 (stereo not drawn)
→ 9, 10, 3, -8, -9, -6, -1, -2
COc1ccc(C2C(C#N)=C(N)SC(N)=C2C#N)cc1OC
→ -5, -8, 41, -7, -7, 16, -4, 4
CCc1n[nH]c(=S)n1/N=C/c1c[nH]c2ccc(Br)cc12
→ -7, -20, 7, 2, -5, 0, -2, -6
CC1(C)CC(NC(=O)c2coc(=O)c(Br)c2)CC(C)(C)N1
→ -15, 6, 7, 3, -14, 10, -3, 3
O=C(NC(=S)Nc1ccc(Br)cn1)c1cccnc1
→ 8, 13, 6, -6, -8, 10, -3, 13
CCOCCCNCc1ccc(OC)cc1
→ 13, -1, 4, 2, -14, -20, -4, 1
COc1ccc(-n2c(SCC(=O)Nc3ccc4c(c3)OCO4)nc3c(c2=O)SCC3)cc1
→ 8, 2, -15, -7, -3, 9, 3, 4
CCn1c(C)nc2cc(C(=O)NNS(=O)(=O)c3c(F)cc(F)c(Cl)c3F)ccc21
→ 5, -6, 5, ., -4, 7, -1, -1
O=C(Cc1c[nH]c2ccccc12)OCC(=O)c1ccccc1
→ -10, 13, 5, -9, -2, -4, -4, 5
Cc1ccc(/C=N/Nc2nc(C)cc(C)n2)cc1
→ 3, 18, -1, -9, 8, 5, 1, 0
O=C(Nc1ccccc1N1CCCC1)C1CCN(C(=O)c2ccc(F)cc2)CC1
→ 3, 20, -6, -2, 1, 0, 1, 1
Cc1ccc(NC(=O)Cn2nc(C)c3ccccc3c2=O)cc1F
→ -6, 2, 6, 10, -3, 1, 4, 2
C=CCOc1ccccc1CN1CCCN(C)CC1
→ 1, 13, 0, 7, 2, 7, -2, -6
CCN(CC)S(=O)(=O)c1ccc2c(c1)C(=NO)c1cc(S(=O)(=O)N(CC)CC)ccc1-2
→ -17, 18, 3, 12, 50*, 39, -7, 22
CCCCN(CC)CCCNC(=O)c1cc2c(=O)n(C)c3ccccc3c2n1C
→ -10, -35, 49*, 16, 3, 6, -2, -4
CC(c1ccccc1)n1c(SCC(=O)Nc2ccccc2)n[nH]c1=O (stereo not drawn)
→ -6, 9, 0, 14, 1, 17, -5, 1
COc1ccc(NC(C)=O)cc1S(=O)(=O)NC(Cc1ccccc1)C(=O)NC(C)c1ccccn1 (stereo not drawn)
→ -17, ., ., 7, -1, 3, ., -18
CC(Sc1cccc[n+]1[O-])c1ccccc1 (stereo not drawn)
→ 1, -2, -4, -17, 3, 6, -5, -4
Cc1ccccc1C(=O)NCC(=O)NNC(=S)NC(=O)c1ccccc1
→ -2, 10, 80*, 5, -2, 29, 4, 14
O=CN1CCN(C(=O)C(=O)c2cn(CC(=O)N3CCCCC3)c3ccccc23)CC1
→ -3, 1, 10, 1, -2, 1, -1, 0
O=C(Nc1ccc(Cl)cc1)C(c1ccccc1)N1CCOCC1 (stereo not drawn)
→ -5, 15, -4, 3, 2, 10, -4, 11
CNc1cccnc1C=NNC(N)=S
→ 6, ., ., 84*, -6, 2, ., -18
COc1ccc2c(c1)CCc1c(C(=O)NC3CCCCC3)noc1-2
→ 23, -4, 11, -89, 33, 11, -2, 0
CCCCC1CCC(C(=O)N(CCCC)c2c(N)n(CCCC)c(=O)[nH]c2=O)CC1 (stereo not drawn)
→ -6, 23, -7, 0, 8, 2, 4, 0
COc1ccccc1CNC(=O)CN1C(=O)NC2(CCCCCCC2)C1=O
→ -2, 2, -10, 5, -1, -7, -1, 3
COC(=O)c1c(-c2ccccc2)csc1N1C(=O)Nc2ccccc2N1O
→ 8, 5, -22, -15, 2, 2, -1, 13
CC(=O)NCCNC(=O)CNC(=O)c1ccc(Cl)cc1
→ 7, 1, 0, -8, -1, 10, 1, 4
O=C(NC1CCCCC1)C1CCN(S(=O)(=O)c2cccc3nsnc23)CC1
→ -2, 11, -1, 9, 1, 1, -4, -3
O=C(NCc1ccccc1)c1cc(-c2ccco2)on1
→ 1, 7, 11, -31, -11, -7, -4, -3
COCCNc1ncnc2c1cnn2Cc1ccc(Cl)cc1
→ 0, 1, -1, 10, 2, 2, 0, -5
CN1C(=O)C2(c3ccccc31)N(C)CC(c1ccccc1)C21SC(=S)N(Cc2ccco2)C1=O (stereo not drawn)
→ 16, 11, 4, 8, 26, 13, -3, -4
CCN(CC)S(=O)(=O)c1ccc(/C=C/C(=O)OCC(=O)N(C)C)cc1
→ 0, -1, -16, -7, -5, 0, -2, -1
CCCCN(C(=O)c1ccc(C)c(S(=O)(=O)N2CCOCC2)c1)c1c(N)n(CC(C)C)c(=O)[nH]c1=O
→ -3, 6, -6, -12, 1, 2, -1, -4

The list goes on, starting with the last 7 of the part before.
Results follow in this order: ATG4B inh, APJ antag, UBC13 inh, Gli-Sufu block, EBI2 block, CCR6 antagonist, APJ agonist, CXCR6 inh
CC(=O)NCCNC(=O)CNC(=O)c1ccc(Cl)cc1
→ 7, 1, 0, -8, -1, 10, 1, 4
O=C(NC1CCCCC1)C1CCN(S(=O)(=O)c2cccc3nsnc23)CC1
→ -2, 11, -1, 9, 1, 1, -4, -3
O=C(NCc1ccccc1)c1cc(-c2ccco2)on1
→ 1, 7, 11, -31, -11, -7, -4, -3
COCCNc1ncnc2c1cnn2Cc1ccc(Cl)cc1
→ 0, 1, -1, 10, 2, 2, 0, -5
CN1C(=O)C2(c3ccccc31)N(C)CC(c1ccccc1)C21SC(=S)N(Cc2ccco2)C1=O (stereo not drawn)
→ 16, 11, 4, 8, 26, 13, -3, -4
CCN(CC)S(=O)(=O)c1ccc(/C=C/C(=O)OCC(=O)N(C)C)cc1
→ 0, -1, -16, -7, -5, 0, -2, -1
CCCCN(C(=O)c1ccc(C)c(S(=O)(=O)N2CCOCC2)c1)c1c(N)n(CC(C)C)c(=O)[nH]c1=O
→ -3, 6, -6, -12, 1, 2, -1, -4
Cc1ccc(-n2c(=O)[nH]cc(C(=O)Nc3ccc4c(c3)OCCO4)c2=O)cc1C
→ -5, -8, -7, -5, 2, -2, 2, 0
COc1ccc(CNC(=O)COC(=O)c2cnccn2)cc1
→ 4, -2, 2, 10, -1, -3, -3, 2
CC(=O)NNc1ncnc2c1cnn2-c1ccc(C)cc1
→ -4, -5, 1, -12, -7, 9, 0, 1
Clc1cc(Cl)cc(Nc2ncnc(-n3cccc3)n2)c1
→ -4, 3, 7, -3, 11, 2, -5, -22
O=C(C1CC1)N1CCN(S(=O)(=O)c2ccc3c(c2)OCCO3)CC1
→ 2, 7, 8, 2, -2, -3, 0, 6
CC(=O)c1ccc(NC(=O)c2cc(Cl)nc3ccccc23)cc1
→ -6, -17, 4, -4, -5, 16, -2, 3
CCN(C(=S)Nc1ccc(OC(F)F)cc1)C1CCCCC1
→ -2, 0, 3, 4, 47*, 8, -4, -8
O=C(N/N=C/c1ccc[nH]1)c1cc2ccccc2cc1O
→ -11, -30, -12, -20, -13, 11, 3, 8
COC(=O)c1c(CSc2cccc(C)c2)noc1C(=O)NCc1ccco1
→ 3, 20, 9, 0, 15, 14, -3, 9
CC(=O)Nc1ccc(NC(=O)c2ccccc2-n2cnnn2)cc1
→ -6, 20, 1, 0, -18, 9, -2, -1
CCOC(=O)C1(Cc2ccc(O)cc2)NC(c2ccco2)C2C(=O)N(c3ccccc3F)C(=O)C21 (stereo not drawn)
→ 3, 18, -2, 6, -4, 10, -2, 7
O=C(O)c1ccccc1C1=Nc2ccc(O)cc2Oc2cc(O)ccc21
→ -20, 4, -12, -20, -1, 12, -3, 0
CN(C)S(=O)(=O)c1cccc2nsnc12
→ -5, -1, -10, 3, 0, 9, 4, -1
CCOCCCNC(=O)N[C@@H](Cc1ccccc1)C(=O)OC
→ 5, 8, -9, -8, -19, 10, -1, -5
COc1ccc(C(=O)N/C(=C\c2ccc(OC)c(OC)c2)C(=O)N2CCCCC2)cc1
→ -6, 10, 5, -17, 7, 7, 2, -4
CC(Sc1cccc[n+]1[O-])C(=O)Nc1ccc([N+](=O)[O-])cc1Cl (stereo not drawn)
→ -17, 3, -11, 14, 2, -7, -3, -6
C=CCOc1cccc(C2C(C(=O)c3cccs3)=C(O)C(=O)N2Cc2cccnc2)c1 (stereo not drawn)
→ -1, 15, -5, 20, -2, 24, -2, -1
O=C(O)CC(c1ccc(C(F)(F)F)cc1)N1Cc2ccccc2C1=O (stereo not drawn)
→ 0, 5, 2, -3, -1, -7, 1, -9
Cc1oc(-c2ccc(Cl)cc2)nc1CN1CCCC(C(=O)NCCCN2CCOCC2)C1 (stereo not drawn)
→ -6, 7, -3, -9, -14, 6, -3, -3
CCn1cc(C(=O)O)c(=O)c2cc(S(=O)(=O)N(C)C)ccc21
→ 7, -11, 2, 13, -2, -5, -1, -4
CC(C)N(C(=O)CSc1nnc(CNc2ccc(F)cc2)o1)C(C)C
→ -7, -5, -5, 10, -4, -14, -3, 5
FC(F)(F)c1ccc2c(c1)C1C=CCC1C(c1ccncc1)N2 (stereo not drawn)
→ -7, ., ., 5, 2, 3, ., -11
O=C(CCCN1C(=O)CCC1=O)Nc1ccc2c(c1)OCCO2
→ -2, -9, 4, -4, -3, -7, 6, -5
COC(=O)COc1ccc(NS(=O)(=O)c2cccc([N+](=O)[O-])c2)cc1
→ -9, -9, 1, 3, 9, -11, -1, 1
